# rCAG binder – molecules binding r(CAG) RNA repeats. r(CAG) RNA repeat, TO-PRO-1 dye displacement fluorescence. inhibition, % at 3 µM. actives 1.3% (n = 370,000). AID 651821;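 active = inhibition above the plate cutoff, the mean of all test compounds on that plate plus 3 SD, cut at about 35% in these data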;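 also: 0% = DMSO alone and 100% = 100 µM mitoxantrone as full dye displacement; higher means more dye released from RNA so lower well fluorescence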
# Rev-erbA mod – modulates human Rev-erb alpha binding to DNA; P20393; actives 0.79% (n = 370,000); activity, % at 10 µM; Rev-erbα–FITC-DNA binding, fluorescence polarization, 90 min;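 active = activity above about 14%, limit read from the data; passing the limit was not always enough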;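 also: 0% = DMSO wells with 35 nM protein and 100% = DMSO wells with 750 nM protein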
# Target sequence (P20393 whole entry, looked up): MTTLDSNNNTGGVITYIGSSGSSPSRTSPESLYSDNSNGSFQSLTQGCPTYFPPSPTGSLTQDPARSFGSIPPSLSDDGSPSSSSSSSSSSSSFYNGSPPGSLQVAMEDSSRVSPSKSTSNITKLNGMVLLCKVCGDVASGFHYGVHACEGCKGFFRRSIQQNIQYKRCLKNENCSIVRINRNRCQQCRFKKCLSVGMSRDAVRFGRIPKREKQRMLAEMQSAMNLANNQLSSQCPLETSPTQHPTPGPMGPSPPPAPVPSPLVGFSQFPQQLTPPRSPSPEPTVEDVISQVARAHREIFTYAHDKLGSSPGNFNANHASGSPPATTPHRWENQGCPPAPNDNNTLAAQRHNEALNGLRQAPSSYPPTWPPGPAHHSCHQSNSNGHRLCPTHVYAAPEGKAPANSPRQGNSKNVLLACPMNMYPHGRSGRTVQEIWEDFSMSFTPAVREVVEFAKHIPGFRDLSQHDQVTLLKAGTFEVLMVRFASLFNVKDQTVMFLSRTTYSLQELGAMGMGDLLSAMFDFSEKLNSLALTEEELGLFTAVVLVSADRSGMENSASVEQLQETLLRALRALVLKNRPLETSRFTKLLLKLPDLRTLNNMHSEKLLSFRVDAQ
# ABHD4 inh – inhibits mouse alpha/beta hydrolase domain 4; Q8VD66; purified mABHD4, FP-Rh probe fluorescence polarization; inhibition, % at 8.92 µM; actives 0.54% (n = 370,000); AID 720543;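 active = inhibition exceeding the mean over every tested compound plus 3 SD, cut at about 30% in these data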;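 also: 0% = plate median of compound wells and 100% = S159A mutant with DMSO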
# Target sequence (Q8VD66 whole entry, looked up, the tested form may be a part): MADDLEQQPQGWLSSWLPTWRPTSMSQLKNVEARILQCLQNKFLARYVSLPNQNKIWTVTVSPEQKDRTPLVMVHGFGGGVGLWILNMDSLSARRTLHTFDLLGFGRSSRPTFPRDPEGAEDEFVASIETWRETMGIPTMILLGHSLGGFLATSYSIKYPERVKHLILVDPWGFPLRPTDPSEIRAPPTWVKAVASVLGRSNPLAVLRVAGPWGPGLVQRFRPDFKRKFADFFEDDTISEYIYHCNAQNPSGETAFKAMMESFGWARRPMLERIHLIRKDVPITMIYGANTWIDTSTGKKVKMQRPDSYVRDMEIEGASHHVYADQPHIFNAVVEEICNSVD
#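 assay system = mABHD4 protein | compound dosing = single nominal dose of 8.92 µM, 0.89% DMSO final | read-out basis = percent inhibition of probe binding, normalized to plate controls | schedule = Enzyme–compound pre-incubation 45 min, then probe 60 min, both 25 °C | detection = fluorescence polarization, excitation 525 nm, emission 598 nm, BODIPY TMR filters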
# LEDGF integ inh – blocks HIV-1 LEDGF/p75-dependent DNA integration. inhibition, % at 3.7 µM. actives 0.64% (n = 370,000). TR-FRET IN-LEDGF/p75 DNA integration, Eu/Cy5. AID 743269;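 active = inhibition above the screen-wide mean plus 3 SD, cut at about 13% in these data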;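 also: signal is the Cy5 over europium emission ratio at 671 and 618 nm; 0% = plate median of compound wells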
# HTRA1 inhibitor – inhibitors of human serine peptidase HTRA1. Q92743. recombinant HTRA1, FP-rhodamine activity-based probe, fluorescence polarization. inhibition, % at 5.96 µM. actives 0.5% (n = 340,000). AID 504803; in the data active = inhibition above about 36%;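 also: 0% = enzyme with DMSO and 100% = wells lacking enzyme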
# UHRF1 MBD2 ctr – human UHRF1 methylated DNA binding inhibitors | Q96T88 | AID 687016 | actives 0.75% (n = 370,000) | inhibition, % at 4.4 µM | UHRF1 binding to methylated oligo, TR-FRET; in the data active = inhibition above about 21%;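 also: UHRF1 SRA domain binding a hemimethylated CpG hairpin DNA probe; 0% = median of test compound wells and 100% = reference inhibitor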
# PG9 Ab binder – PG9 antibody binding by small molecule; TR-FRET gp120-PG9 antibody binding; inhibition, % at 6.7 µM; actives 0.43% (n = 360,000); in the data active = inhibition above about 8.5%
# PRMT1 FP inh – PRMT1 (human) inhibition, primary screen. Q99873. recombinant PRMT1, activity-based probe fluorescence polarization. inhibition, % at 2.79 µM. actives 1.3% (n = 370,000). AID 652257;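 active = inhibition above about 21% made by adding two undisclosed values, limit read from the data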
# MBD2 inh – MBD2-methylated oligo binding inhibition. TR-FRET, MBD2 binding to methylated oligonucleotide. AID 686964. actives 0.31% (n = 370,000). inhibition, % at 4.4 µM. Q9UBB5; in the data active = inhibition above about 13%
# TCR-CD3 inh – inhibitors of human TCR-CD3 interaction; AID 651800; actives 0.37% (n = 360,000); TAMRA-labeled TCR probe fluorescence, biochemical; inhibition, % at 9.4 µM; in the data active = inhibition above about 19%;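 also: recombinant mutant TCR 2C K166C tagged with TAMRA read by polarization; 0% = receptor in buffer alone and 100% = receptor with positive control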
# Starred values were filed as active, the others as inactive; · = no result given. This is a subset; rates above refer to the full screens.
1	CCN1CCN(c2cc(C)c3cc(NC(=O)c4cc(OC)cc(OC)c4)ccc3n2)CC1
2	O=C(CSc1cc(Cl)ccc1Cl)NCC1CCCO1 (stereo not given)
3	CC1(C)CC2CC(C)(CN2C(=O)COC(=O)c2n[nH]c(=O)c3ccccc23)C1 (stereo not given)
4	Cc1ccc(S(=O)(=O)N(C)C)cc1NC(=O)CCNC(=O)c1ccccc1Cl
5	Cc1ccc(S(=O)(=O)N2CC=C(c3c(C)n(C)c4ccccc34)CC2)cc1
6	O=C(CCc1nnc2n(Cc3ccc(F)cc3)c(=O)c3ccccc3n12)NCCCN1CCOCC1
7	CC(C)C(=O)N1CCN(c2ccccc2NC(=S)NC(=O)Cc2ccccc2)CC1
8	Cc1cc(C)c(NC(=O)Cn2nnc(C(=O)Nc3ccc(F)cc3F)c2N)c(C)c1
Compound	1	2	3	4	5	6	7	8
rCAG binder	4	-2	-1	1	3	-4	-5	-1
Rev-erbA mod	9	-1	4	-3	4	-2	17*	11
ABHD4 inh	4	-1	9	0	-24	-1	-12	-3
LEDGF integ inh	0	3	0	-1	-1	0	-1	1
HTRA1 inhibitor	-21	8	0	-5	-23	3	-4	0
UHRF1 MBD2 ctr	-2	0	0	2	-1	9	4	2
PG9 Ab binder	0.5	-2.3	0.9	-1.3	-1.0	-1.9	0.1	0.7
PRMT1 FP inh	-2	0	-2	-3	4	1	4	0
MBD2 inh	-4	0	-3	-1	-1	0	5	3
TCR-CD3 inh	0	2	3	9	5	4	-10	5

# Part of the list above in order of molecular weight, smallest number first.
2	O=C(CSc1cc(Cl)ccc1Cl)NCC1CCCO1 (stereo not given)
5	Cc1ccc(S(=O)(=O)N2CC=C(c3c(C)n(C)c4ccccc34)CC2)cc1
8	Cc1cc(C)c(NC(=O)Cn2nnc(C(=O)Nc3ccc(F)cc3F)c2N)c(C)c1
4	Cc1ccc(S(=O)(=O)N(C)C)cc1NC(=O)CCNC(=O)c1ccccc1Cl
7	CC(C)C(=O)N1CCN(c2ccccc2NC(=S)NC(=O)Cc2ccccc2)CC1
1	CCN1CCN(c2cc(C)c3cc(NC(=O)c4cc(OC)cc(OC)c4)ccc3n2)CC1
Compound	2	5	8	4	7	1
rCAG binder	-2	3	-1	1	-5	4
Rev-erbA mod	-1	4	11	-3	17*	9
ABHD4 inh	-1	-24	-3	0	-12	4
LEDGF integ inh	3	-1	1	-1	-1	0
HTRA1 inhibitor	8	-23	0	-5	-4	-21
UHRF1 MBD2 ctr	0	-1	2	2	4	-2
PG9 Ab binder	-2.3	-1.0	0.7	-1.3	0.1	0.5
PRMT1 FP inh	0	4	0	-3	4	-2
MBD2 inh	0	-1	3	-1	5	-4
TCR-CD3 inh	2	5	5	9	-10	0

# The list goes on:
9	Cc1nnn(C23CC4CC(CC(CC(=O)Nc5ccc(C)c(C)c5)(C4)C2)C3)n1
10	COc1ccc(C2NC(Cc3ccccc3)(C(=O)O)C3C(=O)N(c4ccccc4OC)C(=O)C23)cc1 (stereo not given)
11	COc1ccc(N2CCN(C(=O)C(=O)c3cn(CC(=O)N4CCCC4)c4ccccc34)CC2)cc1
12	CCOc1ccc(-n2c(-c3ccccc3)nnc2-c2ccccc2)cc1
13	CCC(CC)C(C(=O)NCc1ccccc1)N1CCN(C(=O)C2CCCO2)CC1 (stereo not given)
14	CC(C)c1[nH]nc2c1C(C1C=CCCC1)C(C#N)=C(N)O2 (stereo not given)
15	Cc1onc(-c2ccccc2Cl)c1C(=O)N1CCCCC1C (stereo not given)
16	N/C(=N\c1nc2ccccc2o1)NC(=O)c1ccc(Cl)cc1
Compound	9	10	11	12	13	14	15	16
rCAG binder	-5	3	5	-4	2	-3	10	0
Rev-erbA mod	-2	2	-5	0	6	-4	-7	-2
ABHD4 inh	-3	5	-3	-3	4	0	-1	-1
LEDGF integ inh	-1	4	1	3	-1	-7	3	0
HTRA1 inhibitor	-7	1	2	-1	·	-14	2	2
UHRF1 MBD2 ctr	-1	-2	-3	12	3	1	1	-2
PG9 Ab binder	-2.4	-0.7	-2.0	-0.5	1.0	1.3	-1.9	-4.5
PRMT1 FP inh	0	4	-1	0	-3	5	0	-3
MBD2 inh	3	-1	-1	2	-4	-1	5	2
TCR-CD3 inh	8	1	2	4	-2	-5	-4	2

17	CCOC(=O)CN(C(=O)CSc1nnc(CNc2ccc(F)cc2)n1CC)c1ccc(F)cc1
18	Cc1cc(C)nc(SCc2ccccc2C#N)n1
19	Cc1ccc(N(CC(O)CN2CCOCC2)S(=O)(=O)c2ccc3ccccc3c2)cc1 (stereo not given)
20	CCN(CC)S(=O)(=O)c1cccc(C(=O)N/N=C/c2ccc(OC)c(O)c2)c1
21	O=c1[nH][nH]c2c1[C@H](c1ccccc1)O[C@H](C1CCCCC1)C2
22	Cc1ccccc1NC(=O)CCN1CCN(CCO)CC1
23	S=C1NCCOCCNC(=S)NCCOCCOCCOCCN1
24	C[C@@H](/C=C/C(=O)OC(C)(C)C)Sc1ccc(C(C)(C)C)cc1
Compound	17	18	19	20	21	22	23	24
rCAG binder	-8	-1	-8	1	14	-3	-1	0
Rev-erbA mod	-1	4	16	2	9	-1	3	-7
ABHD4 inh	-5	0	3	4	10	-2	-1	-1
LEDGF integ inh	3	1	4	1	1	1	5	3
HTRA1 inhibitor	-4	2	-4	-3	·	0	8	·
UHRF1 MBD2 ctr	2	0	-5	-3	-7	-4	-9	-3
PG9 Ab binder	2.3	0.2	-0.9	-1.6	0.0	1.2	-1.1	·
PRMT1 FP inh	2	-1	-1	-2	2	-1	0	2
MBD2 inh	4	-3	-1	2	0	-6	-3	18*
TCR-CD3 inh	0	3	-3	3	-2	2	-2	·

25	CCOC(=O)C1CCN(C(=O)c2cc3cc4ccc(C)cc4nc3o2)CC1
26	CCCCNc1ccc2c(c1)OC[C@H](Cc1ccccc1)NS2(=O)=O
27	O=C(Nc1cccc(C(F)(F)F)c1)Nc1ccc(N2CCCC2)c(S(=O)(=O)Nc2ccccc2Cl)c1
28	O=C(N/N=C/c1cccc(O)c1)c1ccc(NC(=O)c2cccc([N+](=O)[O-])c2)cc1
29	S=C(NCc1ccc(Cl)cc1)NC12CC3CC(CC(C3)C1)C2
30	O=C(OCC(=O)c1cccs1)c1cccc(C(=O)OCC(=O)c2cccs2)n1
31	COc1ccc(CCNC(=O)Nc2nnc([C@@H]3C[C@H](O)[C@@H](CO)O3)s2)cc1OC
32	COC1=C[C@H](C(=O)NC2CCN(Cc3ccccc3)CC2)[C@H](C)[C@@H](c2ccccc2)CC1=O
Compound	25	26	27	28	29	30	31	32
rCAG binder	-6	1	46*	14	-1	0	1	5
Rev-erbA mod	-3	2	-6	-7	10	-3	-5	-2
ABHD4 inh	-1	-8	-15	-36	-21	5	2	0
LEDGF integ inh	-4	0	-2	-1	8	-4	-1	-3
HTRA1 inhibitor	-13	·	-3	-43	-34	5	·	·
UHRF1 MBD2 ctr	-4	13	3	10	0	-1	0	0
PG9 Ab binder	1.0	-0.3	-0.2	-1.3	-2.7	-1.6	0.4	·
PRMT1 FP inh	-1	0	-1	-1	-1	-2	5	3
MBD2 inh	-2	8	3	-6	-3	2	8	1
TCR-CD3 inh	-2	1	1	-6	-1	5	-3	·

33	O=C(N/N=C/CCc1ccccc1)c1ccccc1
34	CCOC(=O)c1cc(CC)sc1NC(=O)c1cc(OCC)c(OCC)c(OCC)c1
35	Cc1ccc2c(NC(=O)C3CC3)cccc2n1
36	Cc1oc(-c2ccc3ccccc3c2)nc1CN(C)C(C)c1ccncn1 (stereo not given)
37	COc1ccc(C(=O)NNC2CC(=O)N(Cc3ccccc3)C2=O)cc1OC (stereo not given)
38	Oc1ccc(-c2cccc(-c3ccc(O)cc3)c2)cc1
39	COc1cc(C(=O)NNc2nc3cc4c(cc3s2)OCO4)cc(OC)c1OC
40	CCOc1ccc(-n2cc(C(=O)Nc3ccc(Cl)cn3)c3cc(OC)c(OC)cc3c2=O)cc1
Compound	33	34	35	36	37	38	39	40
rCAG binder	-1	-1	-1	3	2	7	8	-103
Rev-erbA mod	4	6	3	-5	0	-1	3	-3
ABHD4 inh	5	5	-1	2	6	-21	18	4
LEDGF integ inh	0	0	-1	3	5	2	3	-1
HTRA1 inhibitor	3	-1	0	-21	1	-12	10	0
UHRF1 MBD2 ctr	-3	-2	0	1	-4	1	0	5
PG9 Ab binder	0.6	0.0	-0.8	-3.3	-2.2	0.6	-4.2	0.9
PRMT1 FP inh	0	6	-1	-1	1	-2	15	1
MBD2 inh	3	-4	2	1	1	2	1	6
TCR-CD3 inh	-6	2	3	-1	4	-8	5	-3

41	Cc1cccc(OCc2n[nH]c(=S)o2)c1C
42	COc1ccc(C(=O)N(Cc2cccs2)C2CCS(=O)(=O)C2)cc1 (stereo not given)
43	COc1cccc(CNC(=O)[C@H]2CCCN2C(=O)[C@H]2CCCN2C(=O)c2cccc(Cl)c2)c1
44	CCC1S/C(=N/N=C/c2ccco2)N(c2ccc(F)cc2)C1=O (stereo not given)
45	CCNC(=O)CN(CCc1ccccc1)S(=O)(=O)c1ccc(OC)cc1
46	O=C(NCCOc1ccccc1F)c1cc(F)c(F)cc1Cl
47	CCN1CCN(S(=O)(=O)c2ccc(Cl)c(C(=O)N(CCc3ccccc3)Cc3ccccc3)c2)CC1
48	C=CCn1c(NC)cc(=O)n(C)c1=O
Compound	41	42	43	44	45	46	47	48
rCAG binder	1	2	0	-1	-4	-1	-1	3
Rev-erbA mod	-1	4	3	11	0	0	1	-2
ABHD4 inh	1	5	4	-3	-3	-5	-1	-3
LEDGF integ inh	0	0	1	2	-6	2	1	-2
HTRA1 inhibitor	1	1	·	-3	0	1	-23	3
UHRF1 MBD2 ctr	0	-1	0	0	2	-1	0	0
PG9 Ab binder	-3.6	1.2	1.4	-2.5	-1.2	0.1	-1.4	0.0
PRMT1 FP inh	1	-2	4	0	3	-3	1	-1
MBD2 inh	-3	3	6	0	4	1	-1	4
TCR-CD3 inh	7	3	0	0	-12	4	7	-4

49	CCCCN(CC)CCNC(=O)c1cn(-c2ccc(Cl)cc2)c(=O)c2ccccc12
50	CCOc1ccc(CCNC(=O)c2ccc3nc(CC)c(CC)nc3c2)cc1
51	O=C(O)Cc1sc(-c2ccccc2)nc1-c1cccs1
52	CC(=O)N1CCN(C(=O)c2cc(S(=O)(=O)NCc3ccccc3)ccc2C)CC1
53	COc1ccc(C=O)cc1Cn1ccnc1C
54	Cc1c(C(=O)Nc2ccccc2F)sc2ncn(CC(=O)N3CCCCC3)c(=O)c12
55	Cc1nc(C(=O)NCc2ccccc2)sc1C1(C)CC(c2ccccc2)=NO1 (stereo not given)
56	CCOc1ccccc1NC(=O)CCCNC(=O)c1ccc(Cl)cc1
Compound	49	50	51	52	53	54	55	56
rCAG binder	-8	-2	11	-4	0	1	-4	-2
Rev-erbA mod	3	12	3	-8	-2	-5	-6	-4
ABHD4 inh	0	-3	0	1	-1	13	-19	-5
LEDGF integ inh	-3	3	0	1	2	-2	-2	3
HTRA1 inhibitor	7	-9	0	-6	2	0	-31	3
UHRF1 MBD2 ctr	0	-1	0	2	-2	4	-1	-1
PG9 Ab binder	-1.1	-3.2	6.8	-0.4	-0.1	-1.5	0.5	-0.6
PRMT1 FP inh	-3	1	-4	3	2	3	-2	1
MBD2 inh	2	3	2	1	3	5	-7	9
TCR-CD3 inh	0	5	7	-9	2	-3	-2	-3

# Screening data from PubChem.
